OX1R antag-1: OX1R (human) antagonism | O43613 | OX1R-expressing cells, FRET antagonist read-out | inhibition, % at 6.6 µM | hit rate 1.8% among 330,000 | AID 485270; in the data active means inhibition mostly above about 38%, no sharp cut-off; inactive means mostly below about 40%;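 further: 0% = agonist challenge alone and 100% = reference antagonist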
Target sequence (O43613 whole entry, looked up): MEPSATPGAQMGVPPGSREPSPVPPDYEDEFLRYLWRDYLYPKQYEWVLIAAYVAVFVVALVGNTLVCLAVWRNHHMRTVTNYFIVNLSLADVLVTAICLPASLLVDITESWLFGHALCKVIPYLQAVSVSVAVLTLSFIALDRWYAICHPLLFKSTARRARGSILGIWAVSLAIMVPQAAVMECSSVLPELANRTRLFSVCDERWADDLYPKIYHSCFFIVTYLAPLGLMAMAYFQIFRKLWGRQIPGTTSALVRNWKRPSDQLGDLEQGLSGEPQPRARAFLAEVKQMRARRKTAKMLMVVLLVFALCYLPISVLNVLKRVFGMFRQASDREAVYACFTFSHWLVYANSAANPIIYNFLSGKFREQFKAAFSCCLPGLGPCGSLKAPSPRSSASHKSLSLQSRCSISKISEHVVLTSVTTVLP
CHT allo act: allosteric activators of human choline transporter CHT | Q9GZV3 | CHT-expressing cells, membrane potential dye, choline EC20; stronger effect = higher value; LV-AA mutant CHT in HEK293 cells | B-score at 10 µM | hit rate 0.49% among 310,000 | AID 488977;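 active means initial fluorescence not abnormally high and integrated response B-score, plate-corrected, over 3 SD above library mean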
Target sequence (Q9GZV3 whole entry, looked up): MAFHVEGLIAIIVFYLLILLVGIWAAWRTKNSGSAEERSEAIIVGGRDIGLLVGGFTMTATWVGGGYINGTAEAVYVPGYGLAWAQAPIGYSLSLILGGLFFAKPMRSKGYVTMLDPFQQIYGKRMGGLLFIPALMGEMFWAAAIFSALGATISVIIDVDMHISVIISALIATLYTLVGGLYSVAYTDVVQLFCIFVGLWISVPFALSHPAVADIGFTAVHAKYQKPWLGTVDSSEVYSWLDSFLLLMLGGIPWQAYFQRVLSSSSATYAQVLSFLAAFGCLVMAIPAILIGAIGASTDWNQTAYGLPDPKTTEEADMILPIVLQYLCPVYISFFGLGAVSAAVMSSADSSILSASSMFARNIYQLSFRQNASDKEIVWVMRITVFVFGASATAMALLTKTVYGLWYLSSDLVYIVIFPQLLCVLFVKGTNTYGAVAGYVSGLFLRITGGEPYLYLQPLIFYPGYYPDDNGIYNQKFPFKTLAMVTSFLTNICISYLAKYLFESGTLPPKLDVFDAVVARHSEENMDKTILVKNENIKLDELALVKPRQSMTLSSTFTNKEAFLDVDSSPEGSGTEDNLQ
OX1R antag-2: human HCRTR1 antagonism; inhibition, % at 5 µM; CHO/OX1R cells, Fluo-8 calcium fluorescence, orexin A; hit rate 0.43% among 330,000; AID 434989;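 active means inhibition above its plate's threshold, mean inhibition of all tested compounds on the plate plus 3 SD, cut at about 37% in these data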;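 further: 0% = orexin A challenge wells and 100% = SB-334867-A antagonist wells; not every result past the cut was called active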
* = called active by the depositor; i = inactive; . = no result given.

Each structure is followed by: CHT allo act	OX1R antag-2	OX1R antag-1
1. Cc1c(C(=O)N2CCOCC2)c(S(=O)(=O)Nc2cccc(C#N)c2)c(C)n1C
→ i	6	0
2. Cc1cc(C)c(S(=O)(=O)N2CCCC2CNC(=O)c2ccc3c(c2)OCO3)c(C)c1 (stereo unspecified)
→ i	-29	24
3. CCN(CCO)C(=O)C12CCC(C)(C(=O)C1)C2(C)C (stereo unspecified)
→ i	-14	3
4. COC(=O)[C@H](CCSC)NC(=O)Nc1cccc(C)c1C
→ i	-17	5
5. O=C(O)c1cnc(N2CCOCC2)nc1
→ i	-2	0
6. CC(C)CN(C(=O)CC1CCCC1)c1c(N)n(Cc2ccccc2)c(=O)[nH]c1=O
→ i	-25	4
7. NCC(O)COCCC12CC3CC(CC(C3)C1)C2 (stereo unspecified)
→ i	4	11
8. Cn1ccnc1SCCC#N
→ i	0	7
9. CCC(=O)N1CCc2cc(S(=O)(=O)NC(C(=O)NCc3ccccc3)C(C)C)ccc21 (stereo unspecified)
→ i	-31	11
10. NNC(=O)c1csc(COc2cc(Cl)cc(Cl)c2)n1
→ i	-17	4
11. CN(C)c1ccc(/C(=N\O)C(F)(F)F)cc1
→ i	7	8
12. CCC1(CC)C(=O)C2=C3C1[C@H](C(=O)OC)CC(C(=O)OC)C[C@H]3n1c(=O)n(-c3ccccc3)c(=O)n1[C@H]2C (stereo partly specified)
→ i	-16	16
13. C=CCn1c(=S)sc2c(=O)[nH]cnc21
→ i	-12	7
14. CN(C)C(=O)CN(C)S(=O)(=O)c1ccc(Cl)cc1
→ i	-15	0
15. COc1ccc(CNC(=O)C(C)N2C(=O)NC(c3ccccc3)(c3ccccc3)C2=O)cc1 (stereo unspecified)
→ .	16	35*
16. CC(=O)Oc1ccc(C(=O)Nc2cccc(C(=O)c3ccc(C)c(C)c3)c2)cc1
→ i	-4	48
17. CCOc1ccc(C(C(=O)NC2CCCCC2)N(C(=O)Cc2cccs2)c2ccc(-n3cnnn3)c(OC)c2)cc1 (stereo unspecified)
→ i	-6	10
18. Cc1ccccc1-c1ccc(=O)n(CC(=O)Nc2ccc(N3CCOCC3)cc2)n1
→ i	-5	6
19. COC(=O)c1ccc(N)cc1O
→ i	12	9
20. NC(=O)NCCCC(NC(=O)c1ccc(C#CC2(O)CCCCC2)cc1)C(=O)O (stereo unspecified)
→ i	1	15
21. NC(=O)c1ccsc1NC(=O)COC(=O)/C=C/c1ccccc1[N+](=O)[O-]
→ .	57*	24
22. Cc1ccc(N(CC(=O)NCC2CCCO2)S(=O)(=O)c2ccccc2)c(C)c1 (stereo unspecified)
→ i	-14	12
23. COCCOn1c(SCCOC)nc2ccccc2c1=O
→ i	-30	5
24. O=C(Cn1cnc2scc(-c3ccccc3)c2c1=O)NCc1ccco1
→ i	-11	18
25. NS(=O)(=O)c1ccc(NC(=O)c2ccc(F)cc2F)c(NC(=O)c2ccc(F)cc2F)c1
→ i	-13	26
26. Cc1ccc2nc(C(=O)N3CCCC(Nc4ccc(F)cc4)C3)cn2c1 (stereo unspecified)
→ i	-8	12
27. CCCCCN(C(=O)NC(=O)Nn1cnnc1)S(C)(=O)=O
→ i	-6	12
28. N#Cc1c(=O)c2nc(NCc3ccccc3)ncc2n2ccccc12
→ i	13	62*
29. COc1ccc(C)cc1NC(=O)C1CC(=O)N(CCc2ccccc2)C1 (stereo unspecified)
→ i	-22	22
30. O=C(CSc1nnc(-c2ccncc2)o1)Nc1ccc(F)c(F)c1
→ .	3	2
31. CC(=O)c1sc(NC(=O)c2oc3ccc(F)cc3c2C)nc1C
→ .	-18	13
32. COc1ccc(C(=O)COc2ccc(F)cc2)c(O)c1C
→ i	-19	20
33. Cc1nn(-c2ccccc2)c(N)c1N=Nc1cccnc1
→ i	-20	54*
34. CNC(=O)c1ccc(Nc2nnc(-c3ccc(C)c(S(N)(=O)=O)c3)c3ccccc23)cc1
→ i	-6	14
35. Nc1ncc2c(n1)-c1ccccc1CC2
→ i	-17	23
36. CC(=O)Nc1nc(C)nc(C)c1C(C)=O
→ i	-6	8
37. Cc1cc(C)nc(NC(=O)Cc2ccc(Br)cc2)n1
→ i	-15	10
38. O=c1[nH]c(CN2CCOCC2)nc2ccccc12
→ i	-20	6
39. CC(C)c1ccc(NC(=O)C2CCCCC2C(=O)O)cc1 (stereo unspecified)
→ i	1	8
40. CCOC(=O)C1=CN(Cc2ccco2)S(=O)(=O)N(C)C1c1ccccc1 (stereo unspecified)
→ .	-28	7
41. Nc1nnc(SCC(=O)NNC(=O)c2ccc(F)cc2)s1
→ .	-11	2
42. CCOC(=O)C1CCCN(S(=O)(=O)c2cc3c(cc2Cl)NC(=O)CO3)C1 (stereo unspecified)
→ i	-10	8
43. O=C(NCCS(=O)(=O)N1CCN(c2ccccc2)CC1)c1cccc(F)c1
→ i	-26	18
44. O=C(OCC(=O)N1CCN(C(=O)c2ccco2)CC1)c1ccccc1NCCO
→ i	2	7
45. CCOC(=O)c1c(NC(=O)CSc2ncn[nH]2)sc(C(=O)N(C)C)c1C
→ i	-17	24
46. CC(C)N(C(=O)CSc1nnc(NC(=O)Cc2cccs2)s1)C(C)C
→ i	-10	11
47. CN(C)CCNc1ncnc2ccccc12
→ i	-21	1
48. O=C(CCSCCc1ccccn1)Nc1cccc([N+](=O)[O-])c1
→ i	-1	20
49. CCn1ccnc1CNC(=O)c1ccc2oc(CCCc3ccccc3)nc2c1
→ i	-15	4
50. Cc1c(C(=O)N2CCC(Cc3ccccc3)CC2)sc2ncnc(N3CCC(C)CC3)c12
→ i	-32	6

As a working copy, some entries already given.
Each structure is followed by: CHT allo act	OX1R antag-2	OX1R antag-1
45. CCOC(=O)c1c(NC(=O)CSc2ncn[nH]2)sc(C(=O)N(C)C)c1C
→ i	-17	24
46. CC(C)N(C(=O)CSc1nnc(NC(=O)Cc2cccs2)s1)C(C)C
→ i	-10	11
47. CN(C)CCNc1ncnc2ccccc12
→ i	-21	1
48. O=C(CCSCCc1ccccn1)Nc1cccc([N+](=O)[O-])c1
→ i	-1	20
49. CCn1ccnc1CNC(=O)c1ccc2oc(CCCc3ccccc3)nc2c1
→ i	-15	4
50. Cc1c(C(=O)N2CCC(Cc3ccccc3)CC2)sc2ncnc(N3CCC(C)CC3)c12
→ i	-32	6

New compounds follow:
Each structure is followed by: CHT allo act	OX1R antag-2	OX1R antag-1
51. Cc1ccc(S(=O)(=O)N2CCOCC2)cc1NC(=O)COC(=O)c1cc(=O)c2ccccc2o1
→ i	-1	5
52. CCN(CC)CCN1C(=O)C(=O)/C(=C(/O)c2ccccc2)C1c1ccccc1F (stereo unspecified)
→ i	-10	8
53. CCc1ccc(NC(=S)NCc2cccnc2)cc1
→ i	-3	6
54. CC(C)(CO)NCc1ccccc1OCC(=O)Nc1ccccc1
→ i	5	16
55. CC1=NN(C(=S)Nc2ccccc2)C(C)(C)C1
→ i	0	15
56. O=C(NC1CCC(O)CC1)c1cc(Cl)c2c(c1)OCCO2 (stereo unspecified)
→ .	-30	5
57. O=C(CN1C(=O)CSc2ccc(S(=O)(=O)N3CCOCC3)cc21)N1CCCCC1
→ i	-32	-2
58. CCOC(=O)C1CCCCN1Cc1ccc(F)cc1 (stereo unspecified)
→ i	7	13
59. Cc1ccc(NC(=O)C2CC(=O)N(Cc3ccccc3)C2)nc1 (stereo unspecified)
→ i	-15	0
60. CCCCn1nnnc1NCc1cccs1
→ i	7	-3
61. O=C1CC(c2ccc(S(=O)(=O)NCc3ccccc3)cc2)CN1 (stereo unspecified)
→ i	7	8
62. Cc1ccc(/C=N/Nc2nc(C(C)(C)C)cs2)o1
→ i	-32	9
63. Cc1cc(C)cc(NC(=S)N2CCN(c3ncc(C(F)(F)F)cc3Cl)CC2)c1
→ i	-1	4
64. S=C(NCCc1ccc(Cl)cc1)NC1CCCC1
→ i	-3	19
65. CCOC(=O)C1CCN(C(=O)CSc2ccc(Cl)cc2)CC1
→ i	-22	11
66. O=C(Nc1ccc(S(=O)(=O)Nc2nccs2)cc1)c1cccc(S(=O)(=O)N2CCOCC2)c1
→ i	-5	8
67. CC12CN(C(=O)c3ccc(Cl)cc3)C3(C#N)CC1CCC23C (stereo unspecified)
→ i	-23	25
68. Cc1onc(-c2c(F)cccc2Cl)c1-c1nnc(-c2cccc3ccccc23)o1
→ i	-12	10
69. COc1ccc(CNC(=O)COC(=O)CN2C(=O)COc3ccccc32)cc1
→ i	-8	14
70. CCOc1cc2c3c(c1)C1(C(=O)N3C(C)(C)CC2C)C(C#N)=C(N)N2C(=C1C#N)Nc1ccccc12 (stereo unspecified)
→ i	-28	9
71. CCN1C(=O)[C@H]2[C@@H](c3ccc(-c4ccc(Cl)c(Cl)c4)c(OC)c3)N[C@@](C)(C(=O)OC)[C@H]2C1=O
→ i	-12	14
72. CCCCNC(=O)CSc1nc2ccsc2c(=O)n1C1CCN(C(=O)OCC)CC1
→ i	-16	13
73. CC(NC(=S)NCCc1ccccc1)C(c1cccs1)N1CCN(Cc2ccccc2)CC1 (stereo unspecified)
→ i	-38	2
74. O=C(c1ccc([N+](=O)[O-])cc1)N1CCSC1c1ccccc1 (stereo unspecified)
→ i	-11	47
75. CCOC(=O)Cc1csc(NC(=O)/C=C/c2ccc(OC)cc2)n1
→ i	-31	21
76. CCOC(=O)N1CCN(C(=O)c2ccc3nc(N4CCCCC4)sc3c2)CC1
→ i	-12	22
77. Oc1ccccc1-c1nc(/C=C/c2ccccc2)nn1-c1ccccc1
→ i	-28	20
78. COc1ccccc1C(=O)NCCC(=O)N1CCN(C(C)=O)CC1
→ i	-7	12
79. Cc1ccc(-c2nc3ccccc3c(=O)n2NC(=S)N(C)C)cc1
→ i	-8	-1
80. O=C(CN(Cc1cccs1)C(=O)CNS(=O)(=O)c1ccc(F)cc1)NCc1ccco1
→ i	-38	25
81. CN(CCOc1ccccc1)C(=O)CCc1c[nH]c2ccccc12
→ i	-20	2
82. O=C(CC(O)(C(F)(F)F)C(F)(F)F)Nc1ccc(Cl)c(Cl)c1
→ i	63*	69*
83. O=C(NC1CCS(=O)(=O)C1)c1cccc(S(=O)(=O)N2CCCCCC2)c1 (stereo unspecified)
→ i	-4	29
84. O=C(c1cc2ccccc2oc1=O)N(Cc1ccccc1)CC1CCCO1 (stereo unspecified)
→ i	-26	12
85. Cn1cc2cc(NC(N)=S)ccc2n1
→ i	-10	13
86. COc1cccc(NC(=O)CSc2nnc(-c3cccc(OC(C)C)c3)n2N)c1
→ i	-19	28
87. CCCCC(=O)Nc1ccc(C(=O)NCCc2ccccc2)cc1
→ i	3	6
88. COc1ccc(OC)c(NC(=O)c2cccnc2)c1
→ i	-15	-10
89. O=C(CO/N=C/c1ccccc1)Nc1c(F)c(F)c(F)c(F)c1F
→ i	-16	18
90. Cc1ccc(CNC(=O)CN2C(=O)C3(OCCCO3)c3ccccc32)cc1
→ i	-34	21

2 entries drawn at random from those above, as already listed:
Each structure is followed by: CHT allo act	OX1R antag-2	OX1R antag-1
15. COc1ccc(CNC(=O)C(C)N2C(=O)NC(c3ccccc3)(c3ccccc3)C2=O)cc1 (stereo unspecified)
→ .	16	35*
59. Cc1ccc(NC(=O)C2CC(=O)N(Cc3ccccc3)C2)nc1 (stereo unspecified)
→ i	-15	0

Going on with the list:
Each structure is followed by: CHT allo act	OX1R antag-2	OX1R antag-1
91. CN1CCN(c2ccccc2NS(=O)(=O)c2ccc3c(c2)CCN3C(=O)C2CCC2)CC1
→ i	-22	37
92. Cc1ccccc1CCNC(=O)C1CCCN(c2cnccn2)C1 (stereo unspecified)
→ i	2	7
93. CCN(CC)CCCn1c(C)cc2c(c1=O)C(c1ccccc1)C(C#N)=C(N)O2 (stereo unspecified)
→ i	-16	14
94. CN(CC(=O)NCc1ccccc1F)S(=O)(=O)c1ccc(Cl)cc1
→ i	-18	5
95. Cc1nnsc1S(=O)(=O)c1ccccc1
→ i	-19	-6
96. COc1ccc(COC(=O)c2cccc(S(=O)(=O)N3CCCC3)c2)cc1F
→ i	-36	25
97. O=C(NCCCn1ccnc1)Nc1ccc2c(c1)OCO2
→ i	-12	13
98. Nc1nc(CN2CCN(c3ccccc3)CC2)nc(N2CCCc3ccccc32)n1
→ i	-31	10
99. S=C(NNc1ccnc2cc(Cl)ccc12)Nc1ccccc1Cl
→ i	-4	23
100. CC(=O)c1c(C)[nH]c(C(=O)CSc2nc3ccccc3n2C)c1C
→ i	78*	108*
101. Cc1ccc(CNC(=O)C2CCC(=O)N(C3CCCC3)C2)c(F)c1F (stereo unspecified)
→ i	-23	14
102. COc1nc(-c2ccccc2)ccc1-c1noc(COc2ccccc2)n1
→ i	-5	29
103. C=CCn1c(SCC(=O)/C(C#N)=C(\C)N)nc2sc(CC)cc2c1=O
→ i	-44	20
104. CCN1CCN(c2ccc(S(=O)(=O)N3CCCCC3)cc2NC(=O)C(C)Oc2ccc(F)cc2)CC1 (stereo unspecified)
→ i	-26	16
105. CC(C)OCC(O)CS(=O)(=O)Cc1ccccc1 (stereo unspecified)
→ i	1	7
106. O=C(Nc1ncccn1)c1ccc([N+](=O)[O-])cc1Cl
→ i	-6	35
107. COc1cc(C(=O)N(C)CCOc2ccc(C)cc2)ccc1OC1CCN(C(C)=O)CC1
→ i	-15	5
108. CC(=O)c1c(C)oc2ccc(O)c(CN3CCOCC3)c12
→ i	-24	22
109. O=C(CCn1nnc(-c2cccs2)n1)NCc1ccccc1Cl
→ i	-14	34
110. O=C(CCl)c1ccc(Cc2ncc(C(F)(F)F)cc2Cl)s1
→ i	-22	28
111. COc1ccc(-c2nc(SCC(=O)Nc3cc(C)on3)n[nH]2)cc1
→ i	-16	27
